Source: PubChem (several laboratories)
TRAIL sens C8: caspase-8 TRAIL sensitization | NB7+C8 cells + TRAIL, ATPlite viability luminescence | inhibition (viability loss, TRAIL sensitization), % at 10 µM | 360,000 tested, 1% active | AID 624354;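 active = compounds causing at least 50% loss of cell viability in the single-dose screen, relative to plate controls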
NR2F2 inh: blocks human COUP-TFII nuclear receptor; HEK293T NGFI-A luciferase reporter, luminescence; inhibition, % at 8.6 µM; 370,000 tested, 0.7% active; AID 686940;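 active = inhibition above a per-plate cutoff, mean inhibition of test wells between control levels plus 3 SD, cut at about 38% in these data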;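 note: cells cotransfected with COUP-TFII expression vector driving the NGFI-A reporter; 0% = median of COUP-TF2 test wells and 100% = reporter-only cells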
CF NFkB inh: cystic fibrosis NF-kB activation inhibition | KKLEB NF-kB-GFP reporter, PAF-induced, GFP fluorescence overnight | inhibition, % at 5 µM | 360,000 tested, 0.86% active | AID 588850;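 active = at least 50% inhibition at 5 µM, scaled per plate between neutral and stimulator controls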;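 note: PAF is a Pseudomonas aeruginosa culture filtrate used as stimulus; plate controls were PAF-stimulated DMSO wells for no effect and unstimulated DMSO wells for full effect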
NCOA1 inh: inhibits human SRC1 coactivator. Q15788. HEK293 GAL4-SRC1 luciferase reporter, luminescence. inhibition, % at 3.6 µM. 360,000 tested, 0.12% active. AID 588354;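 active = inhibition above the campaign mean plus 3 SD, with each screening campaign given its own cutoff, cut at about 60% in these data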;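 note: 0% = DMSO treated cells and 100% = gossypol at 36 µM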
NR5A2 inv ag: suppresses constitutive activity of human LRH-1; HEK293T StAR-luciferase reporter, LRH-1 transfected, 24 h; inhibition, % at 3.6 µM; 360,000 tested, 0.13% active; AID 602396;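 active = inhibition above the mean inhibition of all tested compounds plus 3 SD, cut at about 73% in these data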;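 note: 0% = DMSO wells and 100% = reporter-only cells lacking LRH-1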
NCOA3 inh: inhibits human SRC3 coactivator; Q9Y6Q9; HEK293 GAL4-SRC3 luciferase reporter, luminescence; inhibition, % at 3.6 µM; 360,000 tested, 0.17% active;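 active = inhibition above a per-campaign cutoff, the mean of all compounds plus 3 SD, cut at about 60% in these data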;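 note: 0% = DMSO-treated cells and 100% = gossypol-treated cells at 36 µM; higher means less SRC3-driven luciferase light from the GAL4 reporter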
LMP1 NFkB inh: reduces LMP1-driven NF-kappaB luciferase signal | LMP1-induced NF-kappaB luciferase reporter cells, luminescence | inhibition, % at 12.5 µM | 350,000 tested, 0.69% active | AID 504558; in the data active = inhibition above about 41%;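 note: 0% = neutral control wells and 100% = reference inhibitor control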
TROY NFkB inh: inhibitors of TROY-dependent NF-kB signaling. inhibition, % at 10 µM. Q293 LMP1-TROYcd NF-kB luciferase reporter, 4 h. 360,000 tested, 0.98% active;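 active = compounds whose plate-normalised and pattern-corrected inhibition of the luciferase reporter signal at the single screening dose is 50% or more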
KKLEB cytotox: CF airway cell cytotoxicity counter-screen; activity change (cytotoxicity), % at 5 µM; 360,000 tested, 0.36% active; AID 602141; KKLEB CF airway cells viability, ATPlite luminescence, overnight; hits give low values; cells stimulated with P. aeruginosa culture filtrate;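 active = corrected activity change at or below -50% at 5 µM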
SRC2 inh: inhibits human steroid receptor coactivator 2. HEK293 GAL4-SRC2 luciferase reporter, luminescence. inhibition, % at 9 µM. 370,000 tested, 0.17% active;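 active = inhibition above the mean inhibition of all tested compounds plus 3 SD, set per campaign, cut at about 52% in these data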;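 note: 0% = DMSO treated cells and 100% = cells given Gossypol at 36 µM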
Target sequence (Q15596 whole entry, looked up, the tested form may be a part): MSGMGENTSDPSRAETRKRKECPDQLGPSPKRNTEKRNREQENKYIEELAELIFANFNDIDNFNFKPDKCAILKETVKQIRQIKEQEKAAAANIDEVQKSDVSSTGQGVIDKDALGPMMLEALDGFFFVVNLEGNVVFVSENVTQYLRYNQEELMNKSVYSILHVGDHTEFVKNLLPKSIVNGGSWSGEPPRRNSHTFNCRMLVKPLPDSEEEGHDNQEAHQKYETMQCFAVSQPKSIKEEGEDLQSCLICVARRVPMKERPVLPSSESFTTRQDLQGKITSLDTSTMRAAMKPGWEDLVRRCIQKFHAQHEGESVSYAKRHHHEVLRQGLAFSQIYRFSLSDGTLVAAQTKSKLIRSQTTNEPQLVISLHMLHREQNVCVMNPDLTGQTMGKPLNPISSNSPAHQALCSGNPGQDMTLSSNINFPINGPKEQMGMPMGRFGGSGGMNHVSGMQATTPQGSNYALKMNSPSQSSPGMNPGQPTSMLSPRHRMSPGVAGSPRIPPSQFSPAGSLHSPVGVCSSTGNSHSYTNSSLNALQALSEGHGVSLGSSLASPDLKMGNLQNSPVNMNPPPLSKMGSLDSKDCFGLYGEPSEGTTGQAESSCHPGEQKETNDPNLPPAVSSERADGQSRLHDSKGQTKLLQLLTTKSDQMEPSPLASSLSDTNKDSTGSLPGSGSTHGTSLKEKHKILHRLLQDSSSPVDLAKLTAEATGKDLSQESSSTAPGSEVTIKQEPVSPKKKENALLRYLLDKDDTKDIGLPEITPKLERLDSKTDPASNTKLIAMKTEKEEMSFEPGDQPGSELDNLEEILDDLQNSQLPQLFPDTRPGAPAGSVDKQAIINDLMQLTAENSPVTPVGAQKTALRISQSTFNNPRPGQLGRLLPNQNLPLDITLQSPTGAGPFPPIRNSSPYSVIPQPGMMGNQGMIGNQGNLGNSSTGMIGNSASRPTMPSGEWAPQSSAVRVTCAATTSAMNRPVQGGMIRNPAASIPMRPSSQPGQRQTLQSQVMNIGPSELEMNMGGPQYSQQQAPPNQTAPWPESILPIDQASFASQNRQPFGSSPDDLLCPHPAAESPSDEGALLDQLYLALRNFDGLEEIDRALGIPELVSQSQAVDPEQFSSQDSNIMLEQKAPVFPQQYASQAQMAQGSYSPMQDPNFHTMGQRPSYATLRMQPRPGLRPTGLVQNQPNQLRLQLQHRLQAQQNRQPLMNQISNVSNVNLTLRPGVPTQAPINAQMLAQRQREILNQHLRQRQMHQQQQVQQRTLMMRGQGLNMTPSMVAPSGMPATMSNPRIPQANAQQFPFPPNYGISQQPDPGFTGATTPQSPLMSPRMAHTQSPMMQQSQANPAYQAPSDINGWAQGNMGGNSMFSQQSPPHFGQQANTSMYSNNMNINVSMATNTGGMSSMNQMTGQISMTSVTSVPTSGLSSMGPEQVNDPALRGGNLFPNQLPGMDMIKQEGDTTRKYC
TWEAK Fn14 block: inhibitors of TWEAK-Fn14 interaction signaling; TWEAK-stimulated Fn14 reporter cells, luciferase luminescence, 8 h; inhibition, % at 10 µM; 360,000 tested, 2% active; AID 1159606; in the data active = inhibition above about 50%
* = called active by the depositor; · = not tested or not shown. Outcome played no part in choosing rows (roughly 4.2% active in at least one column).

SMILES	TRAIL sens C8	NR2F2 inh	CF NFkB inh	NCOA1 inh	NR5A2 inv ag	NCOA3 inh	LMP1 NFkB inh	TROY NFkB inh	KKLEB cytotox	SRC2 inh	TWEAK Fn14 block
O=C1NC[C@H](Cc2ccccc2)N(CCc2cc(C(F)(F)F)cc(C(F)(F)F)c2)C1=O	4.2	6.7	·	·	7.9	·	·	1.6	·	-38.2	13.6
Cc1cccc2cc3c(N)c(C(=O)N4CCc5ccccc54)sc3nc12	-14.2	2.2	-11.0	-28.5	0.6	3.1	-24.8	-9.7	-16.2	14.6	5.8
CC1(C)C(c2ccco2)=[N+]([O-])C2(CCCCC2=O)N1O (stereo not drawn)	-6.6	9.6	8.5	14.9	-1.4	6.1	5.7	-18.1	7.6	14.4	-12.9
O=C(N/N=C/c1cc([N+](=O)[O-])ccc1O)c1ccc2c(c1)OCCO2	52.0*	-4.9	31.4	-4.5	-26.2	-2.0	14.9	6.5	-24.6	10.0	-2.4
O=C(c1cnn2c(C(F)F)cc(-c3ccccc3)nc12)N1CCc2ccccc2C1	-6.3	3.2	20.5	6.7	-11.1	14.3	7.2	12.6	-8.8	-34.8	-4.5
COc1ccccc1CCc1nnc(CCC(=O)NCC2CCCO2)o1 (stereo not drawn)	-3.1	-3.3	-5.9	-2.8	-22.6	-4.2	8.1	-9.1	5.4	1.6	1.0
CN(C)C(CNC(=S)Nc1cccc(Cl)c1)c1ccccc1 (stereo not drawn)	6.7	-11.2	-3.7	-5.7	-2.0	8.7	4.4	-12.7	13.5	-2.6	-3.3
Cc1ccc(C(C)C)c(OCCN(C)C)c1	-7.0	-9.0	-10.2	-6.9	-4.3	-6.5	7.4	-8.7	9.9	3.9	-13.0
CC(c1ccccc1C(O)c1ccccc1)N(C)C (stereo not drawn)	-10.8	6.8	7.7	-97.9	-1.1	-17.8	-2.2	18.4	4.1	-12.8	11.8
CN(Cc1ncc[nH]1)Cc1cn(-c2ccccc2)nc1-c1ccc2c(c1)OCO2	-8.3	-6.0	-6.6	1.0	-2.9	0.0	1.2	-17.6	-3.5	-7.6	-13.1
COc1ccccc1C1CC(=O)Oc2cc(O)ccc21 (stereo not drawn)	20.9	-7.0	7.8	9.7	-17.9	-13.2	5.9	-3.8	2.9	-12.0	8.2
C=CCSc1nc2ccccc2[nH]1	18.9	-1.8	-7.5	-6.2	-1.7	2.7	-30.9	-0.3	7.5	-3.3	27.9
N#C/C(=C1\C(=O)Nc2c(Cl)cc(Cl)cc21)c1nnc2n1CCCCC2	-13.1	3.7	1.8	-5.7	8.8	0.6	-25.4	-4.6	9.4	-7.0	0.3
CC(C)(C)NC(=O)CSc1nnc(NC(=O)CCc2ccccc2)s1	-9.3	-2.0	-5.1	2.1	-3.8	1.5	-6.8	-3.3	-5.8	-67.2	4.0
CCC1=C2CC[C@H]3C(=O)N(c4ccccc4)C(=O)[C@H]3[C@H]2[C@@]2(C)C(=NCC(=O)OC)OC(=O)N2C1=O	-1.4	-2.7	9.7	7.2	21.1	11.2	-3.9	-7.7	-10.8	-3.7	-19.4
COc1ccc(-n2nc3c(N4CCC(C(=O)NCCc5ccccc5C)CC4)nnc(C)c3c2C)cc1	12.3	·	-2.8	-12.7	5.1	8.1	1.4	6.3	0.4	·	-14.8
Nc1nnc(SCc2ccc(Cl)cc2)s1	-11.4	-6.5	10.7	-6.3	-5.5	-36.0	-5.1	·	5.2	-8.2	68.1*
Cc1cccc(N2N=C(C(=O)Nc3ccc(Cl)c(S(=O)(=O)N4CCOCC4)c3)CCC2=O)c1	1.0	20.5	0.6	7.5	7.3	-2.7	2.8	-9.2	-7.6	7.0	-13.8
O=[N+]([O-])c1ccc(S(=O)(=O)NN=CCCc2ccccc2)cc1	-7.3	-1.1	-25.0	-13.4	8.2	-1.7	2.5	-10.0	3.4	5.7	-12.1
Cc1ccc(C)c(NC(=O)C(CC(=O)O)Cc2ccccc2)c1 (stereo not drawn)	1.5	7.3	1.8	-18.1	0.2	5.7	-10.9	-0.4	-2.1	-1.3	11.1

Sorted by the number under SRC2 inh (lowest first): some entries from above
| structure | SRC2 inh |
| --- | --- |
| CCC1=C2CC[C@H]3C(=O)N(c4ccccc4)C(=O)[C@H]3[C@H]2[C@@]2(C)C(=NCC(=O)OC)OC(=O)N2C1=O | -3.7 |
| O=[N+]([O-])c1ccc(S(=O)(=O)NN=CCCc2ccccc2)cc1 | 5.7 |
| O=C(N/N=C/c1cc([N+](=O)[O-])ccc1O)c1ccc2c(c1)OCCO2 | 10.0 |

Following part.
SMILES	TRAIL sens C8	NR2F2 inh	CF NFkB inh	NCOA1 inh	NR5A2 inv ag	NCOA3 inh	LMP1 NFkB inh	TROY NFkB inh	KKLEB cytotox	SRC2 inh	TWEAK Fn14 block
O=C(CC1(O)C(=O)N(Cc2ccccc2)c2ccccc21)c1ccncc1 (stereo not drawn)	3.7	7.6	-3.6	-4.2	-0.7	3.3	-7.6	5.8	4.6	10.2	-6.0
COc1ccccc1NC(=O)CCS(=O)(=O)c1ccc2c(c1)NC(=O)C(C)S2 (stereo not drawn)	10.2	·	24.4	8.8	9.1	5.3	1.8	-12.7	-4.3	·	-0.9
C[C@H](CO)N1C[C@H](C)[C@@H](CN(C)C(=O)Nc2ccccc2)Oc2ccc(NC(=O)Cn3cnnn3)cc2C1=O	-9.6	-4.8	2.4	-4.9	4.5	2.8	-10.3	-8.5	3.1	18.2	-6.5
COCC(=O)N1CCC(Oc2ccc(C(=O)NC3Cc4ccccc4C3)cc2)CC1	-14.9	16.3	7.4	13.1	-3.3	-2.9	14.4	24.0	9.0	16.5	4.9
CCOC(=O)c1c(C)[nH]c(C(=O)COC(=O)CCNS(=O)(=O)c2ccc(NC(C)=O)cc2)c1C	-9.7	-7.7	2.0	2.6	0.9	-8.0	-2.4	-8.7	-2.6	-17.5	-20.9
CCOc1ccc(C(=O)CCC(=O)NN2C(=O)NC3(CCCCC3)C2=O)cc1	-11.5	-3.1	2.4	1.3	-15.7	6.3	-2.5	4.0	2.8	-27.1	6.2
CCn1nnnc1SCC(=O)Nc1nc2ccccc2s1	0.9	-31.6	1.3	-36.1	-20.7	-7.5	-3.8	-24.7	6.5	-12.6	39.0
O=C(CSc1ncn[nH]1)Nc1ccc([N+](=O)[O-])cc1Br	0.1	6.5	-0.6	2.0	10.9	7.6	-2.8	-2.3	10.3	22.8	16.0
CCN(CC)CCOC(=O)c1c(C)oc2ccc(O)cc12	-14.2	-17.7	-15.4	4.3	18.4	-7.9	10.1	-2.5	3.5	4.8	-10.7
c1ccc(CNn2nnc3ccccc32)cc1	-10.4	-23.3	-6.1	-57.6	-75.4	-88.8	·	-65.2	-2.1	-51.8	-20.5
COc1ccc(/C=C/C(=O)O)cc1Cl	-4.2	16.0	6.6	-14.6	0.7	8.1	-4.7	8.0	-6.1	17.2	5.8
COc1cc(OC)cc(-c2nnc(SCC(=O)N3c4ccccc4Sc4ccccc43)o2)c1	-5.9	1.6	14.2	4.6	3.5	8.9	-4.1	36.9	-4.8	4.0	8.6
O=C1c2ccccc2C(=O)N1CCCC(=O)N1CCCc2ccccc21	-15.4	10.9	3.7	-9.3	-5.4	2.5	-15.2	24.9	-1.9	-23.8	15.0
CC(OC(=O)C1CCN(c2ccc(C(F)(F)F)cn2)CC1)C(=O)Nc1cccc([N+](=O)[O-])c1 (stereo not drawn)	19.9	2.0	8.5	4.8	-3.4	9.1	0.1	25.1	1.7	0.7	5.3
CCC(=O)N1N=C(c2ccc(Cl)cc2)CC1c1ccco1 (stereo not drawn)	10.5	-29.7	-7.4	-16.8	-36.5	5.6	6.3	0.4	-13.7	-27.8	-13.0
O=C(CCN1C(=O)c2ccncc2C1=O)Nc1ccc(F)cc1	-25.7	10.9	10.4	-0.7	-5.8	-9.0	-4.6	-6.2	0.3	-17.7	-11.7
COc1ccc(-c2cc3cc(OC)c(OC)cc3cn2)cc1	-0.7	-70.7	-63.6	-53.6	-50.0	-31.0	-26.5	-48.9	1.9	-94.3	-58.1
NC(=O)CC(NC(=O)Cc1ccc(Br)cc1)c1ccc(NC2CCCCCCC2)c([N+](=O)[O-])c1 (stereo not drawn)	9.9	-20.8	-22.1	3.1	7.8	0.1	-8.7	22.6	-15.5	-4.3	-1.1
O=C(Cc1ccc(NC2=NC3CS(=O)(=O)CC3S2)cc1)NCCc1ccccc1 (stereo not drawn)	24.3	-16.4	-3.2	-10.4	4.7	-8.0	-5.3	3.4	-2.3	-5.8	3.4
O=C(c1ccc(Cl)cc1)c1cc([N+](=O)[O-])ccc1N1CCOCC1	9.2	-28.4	35.6	1.0	15.3	1.2	12.1	11.3	-9.5	15.9	-14.4
CCn1c(/C=N/c2nc3ccccc3n2C)nc2ccccc21	11.6	-9.0	11.2	6.1	-11.2	-6.2	-15.2	-25.2	-10.8	-4.7	-15.0
O=C(CN1C(=O)NC2(CCCC2)C1=O)Nc1cc(C(F)(F)F)ccc1N1CCCCC1	14.5	2.3	11.0	7.8	12.8	5.2	0.7	-21.2	-5.3	-2.1	-25.1
CCOc1cc2c3c(c1)C(C)=CC(C)(C)N3C(=O)C2=O	3.6	6.5	29.1	-11.5	7.6	-4.6	-4.5	15.0	-3.1	-38.5	20.3
Cc1cc(N2CCCCC2)n2ncc(-c3ccccc3)c2n1	48.0*	-5.3	20.3	-35.1	-83.4	-41.3	-33.2	77.1*	-23.9	-3.5	81.4*
CC(C)C(=O)Nc1ccccc1N1CCN(S(C)(=O)=O)CC1	-2.5	-5.0	11.0	6.1	-3.0	5.3	1.7	14.2	4.0	-2.4	8.9
CCCc1nc(N)sc1C(=O)OCC	5.2	8.4	4.0	4.8	-17.7	8.1	2.7	4.0	2.9	-49.5	9.7
CCOc1ccc(-n2ccnc2SCC(=O)Nc2cc(C)on2)cc1	3.6	1.5	1.6	-10.9	12.7	6.0	2.0	5.2	-0.8	0.2	-14.7
Cc1cc(C)nc(NC(=S)Nc2ccc(Br)cc2Cl)c1	1.4	14.6	-17.5	-41.1	-20.6	-11.4	8.3	-14.4	-12.6	0.0	-40.9
COc1cc(Cl)ccc1OCc1cc(C(=O)N2CCCCCC2)no1	-5.2	-8.1	8.2	-23.3	-24.2	-8.4	-7.8	-64.0	-6.5	-60.2	-29.1
O=C1C(Cl)=C(Nc2ccccc2O)C(=O)N1c1ccccc1	0.3	-26.9	-6.3	-37.8	-21.3	-34.3	-5.2	-57.3	6.7	-34.6	-28.9
O=C(CCC(=O)N1CCN(C2CCCC2)CC1)Nc1nnc(C(F)(F)F)s1	5.1	5.2	-15.8	-0.4	-19.2	2.3	-3.8	-8.5	-1.1	-15.6	-7.4
COc1ccc(-c2c3c(=O)n(C)c(=O)n(C)c3cn2-c2ccc(O)cc2)cc1	-9.7	15.5	23.4	-1.3	-12.9	-3.2	-3.1	2.8	-15.4	9.6	-6.0
CC(C)n1cnc2cc(NCc3ccccn3)ccc21	-3.7	-13.3	9.5	-54.9	-78.9	-39.4	7.1	51.7*	-2.5	-29.3	32.6
CN(C)CCCNC(=S)NCC(c1ccc(Cl)cc1Cl)c1c[nH]c2ccccc12 (stereo not drawn)	13.1	2.4	18.5	2.5	-18.7	-5.1	-41.0	0.1	-2.0	4.6	-45.6
